# High-throughput results from PubChem.
# ROS inducer – inducers of reactive oxygen species in cancer cells; hit rate 2% among 46,000; ROS induction (% of piperlongumine), % at 10 µM; U2OS ROS induction, H2DCF-DA fluorescence; AID 624156; in the data active means ROS induction above about 79%, passing the limit was not always enough; inconclusive means no clear call, values can overlap the other calls;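 further: 0% = DMSO vehicle median and 100% = reference compound median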
# * hit, by the source's call; ? = inconclusive. This is a subset. The share of hits here may be higher or lower than overall.
# Preview, twelve compounds:
mol	ROS inducer
S=C(CN1CCCC1=S)NCCc1ccccc1	-4
COc1ccc(/C=C2\SC(N)=NC2=O)cc1O	0
C[C@H](CO)N1C[C@H](C)[C@H](CN(C)C(=O)C2CCCCC2)OCc2cn(nn2)CCCC1=O	-15
COc1ccc2cc([C@H](C)CO)ccc2c1	4
CCC(Sc1nc2n[nH]c(C)c2c(=N)n1-c1cccc(Cl)c1C)C(=O)N(CC)CC (stereo not drawn)	-1
c1ccc(COc2ccc(Oc3nc(N4CCOCC4)nc(N4CCOCC4)n3)nn2)cc1	-1
CN(C)c1ccc(-c2[nH]c(=S)[nH]c(=O)c2C#N)cc1	15
COCCOC(=O)N1C(=O)[C@@]2(c3cc(C#CCC(C(=O)OC)C(=O)OC)ccc31)[C@H](C(=O)N1CCN(c3ncccn3)CC1)[C@H]1C(=O)O[C@H](c3ccccc3)[C@H](c3ccccc3)N1[C@@H]2c1ccccc1OCCO	80*
Cc1ccc(-c2csc(-c3ccc(C(F)(F)F)cc3)n2)cc1	-10
COc1ccc(NC(=O)N(C)C[C@H]2Oc3ccc(NC(=O)NC4CCCCC4)cc3C(=O)N([C@@H](C)CO)C[C@H]2C)cc1	-9
Cc1c(CCC(=O)O)c(=O)oc2cc(OCc3ccc(Br)cc3)ccc12	43
O=c1c2ccccc2nc(/C=C/c2cc(Br)ccc2O)n1CCCO	?

# The whole of this part, from the start:
mol	ROS inducer
S=C(CN1CCCC1=S)NCCc1ccccc1	-4
COc1ccc(/C=C2\SC(N)=NC2=O)cc1O	0
C[C@H](CO)N1C[C@H](C)[C@H](CN(C)C(=O)C2CCCCC2)OCc2cn(nn2)CCCC1=O	-15
COc1ccc2cc([C@H](C)CO)ccc2c1	4
CCC(Sc1nc2n[nH]c(C)c2c(=N)n1-c1cccc(Cl)c1C)C(=O)N(CC)CC (stereo not drawn)	-1
c1ccc(COc2ccc(Oc3nc(N4CCOCC4)nc(N4CCOCC4)n3)nn2)cc1	-1
CN(C)c1ccc(-c2[nH]c(=S)[nH]c(=O)c2C#N)cc1	15
COCCOC(=O)N1C(=O)[C@@]2(c3cc(C#CCC(C(=O)OC)C(=O)OC)ccc31)[C@H](C(=O)N1CCN(c3ncccn3)CC1)[C@H]1C(=O)O[C@H](c3ccccc3)[C@H](c3ccccc3)N1[C@@H]2c1ccccc1OCCO	80*
Cc1ccc(-c2csc(-c3ccc(C(F)(F)F)cc3)n2)cc1	-10
COc1ccc(NC(=O)N(C)C[C@H]2Oc3ccc(NC(=O)NC4CCCCC4)cc3C(=O)N([C@@H](C)CO)C[C@H]2C)cc1	-9
Cc1c(CCC(=O)O)c(=O)oc2cc(OCc3ccc(Br)cc3)ccc12	43
O=c1c2ccccc2nc(/C=C/c2cc(Br)ccc2O)n1CCCO	?
C[C@@H]1CN([C@H](C)CO)C(=O)c2cccc(NS(=O)(=O)c3cccs3)c2O[C@@H]1CN(C)C	11
C[C@H]1CN([C@@H](C)CO)C(=O)c2cc(NS(=O)(=O)c3ccccc3)ccc2O[C@@H]1CN(C)Cc1ccc(Oc2ccccc2)cc1	62
COc1ccc(NC(=O)CN(c2cc(C)ccc2OC)S(C)(=O)=O)cc1Cl	-6
CC(C)NC(=O)N(C)C[C@@H]1Oc2ccc(NC(=O)CCN3CCOCC3)cc2C(=O)N([C@H](C)CO)C[C@@H]1C	0
COc1ccc(NC(=O)Nc2cccc3c2O[C@H](CN(C)C(=O)NC2CCCCC2)[C@H](C)CN([C@H](C)CO)C3=O)cc1	-3
COc1ccc(S(=O)(=O)Nc2cccc3c2O[C@@H](CN(C)S(C)(=O)=O)[C@@H](C)CN([C@@H](C)CO)C3=O)cc1	-3
COc1ccc(NC(=O)Nc2ccc3c(c2)CC(=O)N([C@@H](C)CO)C[C@H](C)[C@H](CN(C)S(C)(=O)=O)O3)cc1	-3
C=CCN1CCc2nc(N)sc2CC1	-2
COc1cc(-c2coc3cc(OCc4ccccc4)c(OC)c(O)c3c2=O)cc(O)c1OC	?
COC(=O)C(O)(c1ccc(NC(=S)NC(=O)c2ccc(Cl)cc2Cl)c(OC)c1)C(F)(F)F (stereo not drawn)	-14
C[C@@H]1CN([C@H](C)CO)C(=O)c2cccc(NS(=O)(=O)c3ccccc3)c2O[C@H]1CN(C)C(=O)NC1CCCCC1	-6
CNC(=O)c1cc(Br)cc2c1OCC2	-13
Cc1cccc(OCCNC(=O)c2cccnc2)c1	-11
CC1(C)CC[C@]2(C(=O)O[C@@H]3O[C@H](CO)[C@@H](O)[C@H](O)[C@H]3O)CC[C@]3(C)C(=CCC4[C@@]5(C)CC[C@H](OC6O[C@H](CO)[C@@H](O)[C@H](O[C@@H]7O[C@H](CO)[C@@H](O)[C@H](O)[C@H]7O)[C@H]6O)C(C)(C)C5CC[C@]43C)[C@@H]2C1 (stereo partly drawn)	8
C[C@@H]1CN([C@H](C)CO)C(=O)CCCn2cc(nn2)CO[C@@H]1CN(C)C(=O)Nc1cccc(F)c1	-4
C[C@@H]1CN([C@H](C)CO)C(=O)c2cc(NC(=O)Nc3ccc(C(F)(F)F)cc3)ccc2O[C@H]1CN(C)C(=O)Nc1ccc2c(c1)OCO2	-9
Cc1cccc(C(=O)N/C(=C/c2ccc(N(C)C)cc2)C(=O)O)c1	2
COc1ccc(/C=C/C(=O)OC2C(C)OC(OC3C4C=COC(OC5OC(CO)C(O)C(O)C5O)C4C4(CO)OC34)C(O)C2O)cc1 (stereo not drawn)	-3

mol	ROS inducer
Cc1[nH]c2ccccc2c1SCc1nnc(SCc2ccc(Cl)cc2)n1C	13
COc1ccc(NC(=O)N(C)C[C@@H]2Oc3c(NC(=O)Nc4c(C)noc4C)cccc3C(=O)N([C@@H](C)CO)C[C@@H]2C)cc1	-12
C[C@@H]1CN([C@H](C)CO)C(=O)Cc2cc(N(C)C)ccc2O[C@H]1CN(C)Cc1ccc2c(c1)OCO2	-5
CSc1nc2cc(C)nn2c(-c2ccccc2Cl)c1C#N	5
C[C@@H]1CCCCO[C@H](CN(C)C(=O)Nc2ccc3c(c2)OCO3)[C@@H](C)CN([C@H](C)CO)C(=O)c2cc(NS(=O)(=O)c3cn(C)cn3)ccc2O1	2
c1ccc2c(N3CCCCC3)nc(N3CCCCC3)nc2c1	20
CC(C)OC(=O)N(C)C[C@@H]1OCc2cnnn2CCCC(=O)N([C@@H](C)CO)C[C@@H]1C	8
CCOC(NC(=O)Nc1ccc(Br)cc1)(C(F)(F)F)C(F)(F)F	55
COc1cccc(CN(C)C[C@@H]2OCc3cn(nn3)CCCC(=O)N([C@@H](C)CO)C[C@@H]2C)c1	5
CC(C)=CCc1c(-c2ccc(O)cc2O)oc2c(CC=C(C)C)c(O)cc(O)c2c1=O	3
CC(=O)N/C(=C\c1ccc2ccccc2c1)C(=O)O	6
CNC[C@H]1OCCCC[C@@H](C)Oc2ccc(NC(=O)Nc3cccc4ccccc34)cc2C(=O)N([C@H](C)CO)C[C@@H]1C	-4
C[C@@H]1CN([C@@H](C)CO)C(=O)c2cc(NS(=O)(=O)c3ccc(Cl)cc3)ccc2O[C@@H]1CN(C)Cc1ccccc1	2
C[C@H](CO)N1C[C@H](C)[C@@H](CN(C)C(=O)Nc2ccccc2)Oc2ccc(NC(=O)Nc3ccc(C(F)(F)F)cc3)cc2C1=O	22
C[C@H]1CN([C@@H](C)CO)C(=O)Cc2cc(NC(=O)C3CC3)ccc2O[C@@H]1CN(C)Cc1ccc(Cl)c(Cl)c1	71
Cc1ccccc1C(=O)Nc1cccc(-c2cn3ccccc3n2)c1	-11
O=C(Nn1cnc2ccccc2c1=O)c1ccccc1	-8
NC(=O)OCC(O)COc1ccc(Cl)cc1 (stereo not drawn)	1
COc1ccc(-c2n[nH]c(=S)n2-c2ccccc2C)cc1OC	16
C[C@@H]1CCCCO[C@@H](CN(C)S(=O)(=O)c2ccccc2)[C@@H](C)CN([C@H](C)CO)C(=O)c2cc(NS(=O)(=O)c3cccs3)ccc2O1	44
COC(=O)c1ccc(CS(=O)(=O)c2ccc(OC)cc2)o1	-8
O=C(NO)c1cccc(C(=O)N/N=C/c2ccc(O)cc2O)c1	6
CC1(C)CC[C@]2(C(=O)O[C@@H]3O[C@H](CO)[C@@H](O)[C@H](O)[C@H]3O)CC[C@]3(C)C(=CCC4[C@@]5(C)CC[C@H](O[C@@H]6O[C@H](C(=O)O)[C@@H](O[C@@H]7OC[C@H](O)[C@H](O)[C@H]7O)[C@H](O)[C@H]6O)C(C)(C)C5CC[C@]43C)C2C1 (stereo partly drawn)	6
CC(C)c1cc2c(cc1O)[C@@]1(C(=O)O)CCCC(C)(C)C1CC2 (stereo partly drawn)	-11
COc1ccc2c(c1)c(=O)oc1c(C)c(OC(C(=O)O)c3ccccc3)ccc12 (stereo not drawn)	59
COc1ccc(NC(=O)N(C)C[C@@H]2Oc3ccc(NS(=O)(=O)c4ccc(C)cc4)cc3C(=O)N([C@@H](C)CO)C[C@@H]2C)cc1	0
CCOC(=O)N1CCN(C(=O)CSc2ncnc3c2nnn3Cc2ccc(F)cc2)CC1	?
Cc1nc2ccccn2c1-c1ccnc(SCC(=O)N(c2ccccc2)C2CCCCC2)n1	4
CC(C)(C)c1cc(CN2CCN(CCC#N)CC2)cc(C(C)(C)C)c1O	9
COc1ccc(CN(C)C[C@@H]2Oc3ccc(NC(=O)C4CCCCC4)cc3CC(=O)N([C@H](C)CO)C[C@H]2C)cc1	38

# Arranged by length of the SMILES (ascending): part of the list above.
mol	ROS inducer
Cc1ccccc1C(=O)Nc1cccc(-c2cn3ccccc3n2)c1	-11
COc1ccc(CN(C)C[C@@H]2Oc3ccc(NC(=O)C4CCCCC4)cc3CC(=O)N([C@H](C)CO)C[C@H]2C)cc1	38
COc1ccc(NC(=O)N(C)C[C@@H]2Oc3c(NC(=O)Nc4c(C)noc4C)cccc3C(=O)N([C@@H](C)CO)C[C@@H]2C)cc1	-12

# (listing goes on)
mol	ROS inducer
Cc1cc(I)ccc1NC(=O)CN(c1c(C)cccc1C)S(C)(=O)=O	23
C[C@@H]1CN([C@@H](C)CO)C(=O)Cc2cc(NC(=O)Nc3ccc(C(F)(F)F)cc3)ccc2O[C@@H]1CN(C)S(=O)(=O)c1ccccc1	11
COc1ccc(CN(C)C[C@@H]2Oc3c(NC(=O)c4ccncc4)cccc3C(=O)N([C@@H](C)CO)C[C@H]2C)cc1	-1
C[C@@H]1CN([C@H](C)CO)C(=O)c2cc(NC(=O)CCC(F)(F)F)ccc2O[C@H]1CN(C)Cc1ccccc1	-19
CSc1cccc(N2C(=O)C3CC=C(C)CC3C2=O)c1 (stereo not drawn)	-4
Cc1ccc(S(=O)(=O)Nc2cccc3c2O[C@H](CN(C)S(=O)(=O)c2ccc(C)cc2)[C@@H](C)CN([C@H](C)CO)C3=O)cc1	-6
O=C(CSc1nc2ccccc2c2nc3ccccc3n12)NCCc1ccccc1	53
C[C@@H]1CN([C@H](C)CO)C(=O)Cc2cc(NC(=O)c3ccncc3)ccc2O[C@H]1CN(C)Cc1ccc(C(=O)Nc2ccccc2N)cc1	16
Cc1cc(Cl)c(S(=O)(=O)N2CC(C)OC(C)C2)cc1OCC(N)=O (stereo not drawn)	-16
CNC[C@@H]1Oc2ccc(NS(=O)(=O)c3ccc(OC)cc3)cc2C(=O)N([C@H](C)CO)C[C@@H]1C	3
Cn1nnnc1SCCNCc1ccncc1	-4
COC(=O)c1ccc(C(=O)OC)c(NC(=O)c2ccccc2)c1	2
Cc1c(C#N)c(Sc2n[nH]c(=O)n2C2CCCCC2)nc2ccccc12	12
O=C(CSc1nc2ccccc2s1)Nc1ccc(N2CCOCC2)c(Cl)c1	-16
C[C@H]1CN([C@@H](C)CO)C(=O)c2cccc(NC(=O)NC3CCCCC3)c2O[C@@H]1CN(C)C(=O)Nc1ccc(F)cc1	1
C[C@H]1CN([C@@H](C)CO)C(=O)CCCn2cc(nn2)CO[C@H]1CN(C)S(=O)(=O)c1ccccc1C#N	-7
C[C@@H]1CN([C@H](C)CO)C(=O)c2cccc(NC(=O)Nc3ccc(F)cc3)c2O[C@@H]1CN(C)Cc1ccc(Oc2ccccc2)cc1	38
COc1ccc(S(=O)(=O)Nc2ccc3c(c2)C(=O)N([C@@H](C)CO)C[C@@H](C)[C@@H](CN(C)C(=O)Nc2ccc(F)cc2)O3)cc1	-1
CCN(CC)C(=S)SSC(=S)N(CC)CC	-9
Cc1noc(C)c1S(=O)(=O)Nc1ccc2c(c1)C(=O)N([C@H](C)CO)C[C@@H](C)[C@@H](CN(C)S(=O)(=O)c1c(C)noc1C)O2	-15
C[C@@H]1CN([C@H](C)CO)C(=O)CCCn2nncc2CO[C@@H]1CN(C)Cc1ccc(Cl)c(Cl)c1	6
C[C@@H]1CCCCO[C@@H](CN(C)C(=O)Nc2ccc(C(F)(F)F)cc2)[C@@H](C)CN([C@H](C)CO)C(=O)c2cc(NC(=O)CCC(F)(F)F)ccc2O1	52
COc1cc(C2OC(c3ccc(O)c(OC)c3)C(C)(O)C2C)ccc1O (stereo not drawn)	3
Cc1noc(C)c1S(=O)(=O)Nc1ccc2c(c1)C(=O)N([C@H](C)CO)C[C@H](C)[C@@H](CN(C)S(=O)(=O)c1ccc(F)cc1)OCCCC[C@@H](C)O2	126*
Cc1ccc(S(=O)(=O)Nc2ccc3c(c2)C(=O)N([C@H](C)CO)C[C@H](C)[C@H](CN(C)S(=O)(=O)c2ccc(C)cc2)OCCCC[C@@H](C)O3)cc1	19
Cc1ccc(S(=O)(=O)Nc2ccc3c(c2)C(=O)N([C@@H](C)CO)C[C@@H](C)[C@H](CN(C)S(C)(=O)=O)O3)cc1	-4
COc1ccc(CN(C)C[C@@H]2OCCCC[C@@H](C)Oc3ccc(NS(=O)(=O)c4cn(C)cn4)cc3C(=O)N([C@H](C)CO)C[C@@H]2C)cc1	-3
CC(C)NC(=O)N(C)C[C@@H]1Oc2ccc(NC(=O)Cc3cn(C)c4ccccc34)cc2CC(=O)N([C@@H](C)CO)C[C@@H]1C	40
O=C(NCCN1C(=O)C2C3C=CC(C3)C2C1=O)NCc1ccccc1 (stereo not drawn)	-11
